# Screens deposited in PubChem by several laboratories.
# MRP-1 activ: MRP-1 activation; H69AR cells + doxorubicin, viability rescue, CellTiter-Glo; viability increase, % at 10 µM; hit rate 0.61% among 140,000;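 active = viability gain under doxorubicin at or above a set limit, the compound median plus 3 SD, cut at about 4.7% in these data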;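 note: MRP-1 overexpressing cells given doxorubicin 25 µM after compound pretreatment; 18-22 h compound pretreatment then 72 h with doxorubicin before readout; 0% = doxorubicin-only wells and 100% = vehicle-treated cells without doxorubicin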
# E-sel TNF inh: TNF alpha driven E-selectin expression inhibition; HUVEC TNFa-induced E-selectin immunofluorescence, high content; AID 1246; hit rate 0.71% among 120,000; inhibition, % at 2 µM;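 active = inhibition above the batch mean plus 3 SD, and confirmed as a hit on visual image review, cut at about 43% in these data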;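 note: 0% = TNF-stimulated DMSO wells and 100% = unstimulated control wells; not every result past the cut was called active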
# HCT116 PTEN-null: growth suppressors of cells with PTEN tumor suppressor deletion; HCT116 PTEN-null viability, CellTiter-Glo, 60 h; hits give low values; viability, % at 10 µM; hit rate 1.2% among 140,000; AID 827;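 active = viability at or below a set limit, 4 SD under the median of all tested compounds, cut at about 3.7% in these data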;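 note: PTEN knockout HCT116 line with beta catenin targeted HCT116 as companion control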
# Phagocytosis inh: inhibitors of macrophage phagocytosis; AID 1029; J774A.1 macrophage IgG-bead phagocytosis, imaging; inhibition, % at 5 µM; hit rate 0.07% among 110,000;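 active = inhibition above the mean of the plate negative controls plus 5 SD, cut at about 13% in these data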;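 note: phagocytic index as fraction of beads internalized from green versus red external bead signal; plate controls were DMSO negative control for no effect and cytochalasin-D positive control for full effect; some results beyond the cut were filed as inactive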
# HCT116 bCat-KO: beta-catenin-lacking colon tumor cell growth suppression; HCT116 beta-catenin knockout viability, CellTiter-Glo, 60 h; hits give low values; viability, % at 10 µM; hit rate 1.5% among 140,000; AID 818;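 active = viability at or under a set limit, the compound median less 4 SD, cut at about 6% in these data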;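 note: 0% = Hyamine 1622 control at 20 µM and 100% = untreated cell control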
# GALR2 antag: blocks the human galanin receptor 2. O43603. GALR2-expressing cells, antagonist mode. inhibition, % at 4 µM. hit rate 0.39% among 140,000. AID 828; in the data active = inhibition above about 27%;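 note: cells stimulated with galanin 1-16 at roughly its EC80; 0% = agonist challenge control and 100% = basal control without agonist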
# Target sequence (O43603 whole entry, looked up): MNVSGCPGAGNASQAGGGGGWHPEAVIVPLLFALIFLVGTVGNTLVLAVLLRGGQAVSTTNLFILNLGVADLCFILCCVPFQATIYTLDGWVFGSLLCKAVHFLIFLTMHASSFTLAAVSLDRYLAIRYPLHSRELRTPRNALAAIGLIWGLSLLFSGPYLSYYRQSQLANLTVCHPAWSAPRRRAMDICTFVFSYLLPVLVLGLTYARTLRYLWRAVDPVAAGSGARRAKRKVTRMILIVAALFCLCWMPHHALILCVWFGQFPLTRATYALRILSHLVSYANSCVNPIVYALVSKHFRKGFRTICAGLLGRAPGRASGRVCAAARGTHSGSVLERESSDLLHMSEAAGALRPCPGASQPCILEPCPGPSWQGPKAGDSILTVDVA
# NPY Y2 blocker: NPY-Y2 (human) receptor antagonism. inhibition, % at 2.7 µM. NPY-Y2 expressing cells, antagonist mode. P49146. AID 793. hit rate 0.99% among 140,000; in the data active = inhibition above about 17%;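 note: 0% = vehicle with agonist challenge and 100% = reference antagonist with challenge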
# Target sequence (P49146 whole entry, looked up): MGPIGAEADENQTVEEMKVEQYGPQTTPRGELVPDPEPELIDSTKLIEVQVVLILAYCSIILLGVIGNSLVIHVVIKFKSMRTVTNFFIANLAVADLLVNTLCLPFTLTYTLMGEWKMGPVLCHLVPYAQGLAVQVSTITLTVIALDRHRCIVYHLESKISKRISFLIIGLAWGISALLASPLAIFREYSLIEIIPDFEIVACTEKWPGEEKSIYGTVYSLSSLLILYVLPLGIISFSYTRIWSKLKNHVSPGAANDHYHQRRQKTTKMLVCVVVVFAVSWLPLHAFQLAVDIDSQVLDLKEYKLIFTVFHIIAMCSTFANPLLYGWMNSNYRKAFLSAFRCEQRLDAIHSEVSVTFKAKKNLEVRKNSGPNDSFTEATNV
# Measles CPE: protection of cells from measles virus; Measles virus-infected cells, CPE protection, absorbance; AID 841; protection (pct of control), % at 4 µM; hit rate 1.5% among 140,000; in the data active = protection mostly above about 24%, no sharp cut-off; inactive = mostly below about 26%; note: some compounds called inactive have numbers as strong as hits
# Yeast life ext: extends the lifespan of yeast; S. cerevisiae growth with nicotinamide, OD615; deaD strain in restrictive glucose medium; inhibition of the nicotinamide effect, % at 10 µM; hit rate 0.68% among 130,000;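 active = inhibition above a set limit, placed 3 SD over the median of all compounds, cut at about 26% in these data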;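 note: 0% = nicotinamide-treated wells and 100% = cells grown without nicotinamide; some compounds called inactive have numbers as strong as hits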
#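 Assay system: engineered S. cerevisiae DeaD replicative-lifespan strain, galactose-grown log-phase cells; Buffer or medium: CSMM-D glucose medium, restrictive; Probe or stimulus: nicotinamide 1.5 mM; Compound: single dose 10 µM compound, 0.25% DMSO; Schedule: 4 h preincubation then 48 h treatment at 30 °C; Technique: OD615 measurement.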
# Yeast growth inh: reduces growth of yeast BB579 in restrictive medium; hit rate 0.51% among 140,000; S. cerevisiae BB579 growth, OD615, 48 h; inhibition, % at 10 µM;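 active = inhibition above a set limit, 3 SD over the mean compound inhibition, cut at about 44% in these data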; note: inactives centre near -24
#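 Assay system – yeast BB579 (DeaD) · Dosing – single compound dose of 10 µM, 0.25% DMSO final · Detection – OD615 turbidity measurement · Buffer or medium – CSMM-D restrictive synthetic medium containing dextrose (glucose) · Benchmarks – positive control amphotericin B 10 µg/mL · Incubation – 48 h exposure, 30 °C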
# Numbers without * were called inactive; x = no result given.
SMILES,MRP-1 activ,E-sel TNF inh,HCT116 PTEN-null,Phagocytosis inh,HCT116 bCat-KO,GALR2 antag,NPY Y2 blocker,Measles CPE,Yeast life ext,Yeast growth inh
CCCNC(=O)C(Sc1ccccc1)c1ccccc1 (stereo unspecified),-1.7,x,92,-5,95,-1,-1,25,2,-30
Cc1cccc(C)c1NC(=O)CSc1nnc(-c2ccoc2C)n1CCc1ccccc1,1.4,8,85,-2,91,3,4,4,-11,7
COc1ccc(-c2cn3cccnc3n2)cc1NC(=O)C1CCCC1,-0.9,26,91,-3,87,7,3,4,-13,-5
CCOC(=O)C1=C(C)NC2=C(C(=O)c3ccccc32)C1c1cccnc1 (stereo unspecified),-3.2,3,73,-2,74,-7,2,5,-1,-3
COc1ccccc1OCC(=O)Nc1oc(-c2ccccc2)c(-c2ccccc2)c1C#N,1.4,-7,90,-1,94,12,9,3,-5,-16
CCCC(CCC)C(=O)NNc1cc(=O)c2c(=O)n(C)c(=O)n(C)c2[nH]1,-2.0,100*,64,-1,67,4,0,19,-6,-34
O=C(c1cccc([N+](=O)[O-])c1)n1nc(-c2ccccc2)nc1NCc1ccccc1,0.4,x,95,-5,88,-1,3,25,-1,-2
Cc1ccc2cc(CN(Cc3ccc4c(c3)OCO4)Cc3nnnn3Cc3ccco3)c(=O)[nH]c2c1C,-3.4,17,74,-4,87,-15,6,1,7,-43
CCCOc1ccc(/C=N/NC(=O)CSCc2ccc([N+](=O)[O-])cc2)cc1OCC,-1.1,x,67,-7,79,-5,3,16,3,-15
CN(Cc1cccs1)C(=O)CSc1nnnn1C,-0.1,-10,97,0,102,-1,-3,8,-13,-54
O=C(NCC(=O)N(Cc1ccc(F)cc1)C(C(=O)NC1CCCC1)c1ccco1)c1ccco1 (stereo unspecified),-1.4,x,94,0,84,6,7,17,11,-39
Cc1cccc(C(=O)NC(=S)Nc2ccc(S(=O)(=O)N3CCCCC3)cc2)c1,-2.2,-19,87,-1,91,-1,4,12,3,-1
O=C(Nc1cccc(C(=O)N2CCCC2)c1)c1ccccc1,-1.1,6,103,x,108,3,1,14,-17,-80
COc1ccc(C2CC(c3ccccc3)=NN2C(=O)COC(=O)CNC(=O)c2ccccc2)cc1 (stereo unspecified),-0.8,25,88,-10,83,0,2,23,1,-62
COc1ccc(CNC(=O)CN(CCC(C)C)S(=O)(=O)c2ccc3c(c2)OCCO3)cc1,-2.8,x,87,-5,81,-2,1,7,-1,18
CCCCCC(=O)NNC(=O)c1ccc(-c2ccccc2)cc1,0.5,-4,101,0,106,-4,0,16,-1,-15
CC(NC(=O)COC(=O)CCc1ccccc1)c1ccccc1 (stereo unspecified),-0.2,9,103,1,101,11,-1,3,2,10
CC(CNc1ccc([N+](=O)[O-])cc1)NC(=O)c1ccccc1Br (stereo unspecified),-1.0,-13,92,2,85,11,2,3,-10,-45
O=C(O)CCc1ccc(-c2cccs2)n1NC(=O)c1ccc(Cl)cc1Cl,0.7,-80,98,0,103,4,0,18,1,1
CC1=CC(C)(C)N2C(=O)C3(C(C#N)=C(N)Oc4cc(O)ccc43)c3cccc1c32 (stereo unspecified),-3.9,22,67,1,71,11,2,18,-6,-23
C=CCNC(=S)NNC(=O)CSc1nc2ccccc2s1,-1.4,-2,97,-3,103,7,4,12,1,-39
COC(=O)CSc1cc(C(=O)c2nccn2C)c2ccccc2n1,-0.5,-26,111,-1,107,-4,2,38,-9,-67
CCC(C)c1ccccc1NC(=O)CN1CCN(C/C=C/c2ccccc2)CC1 (stereo unspecified),-4.5,-25,59,-3,61,-3,13,12,2,-23
Cc1ccc2nc3nc(NCC4CCCO4)c(C(=O)NC4CCCC4)cc3c(=O)n2c1 (stereo unspecified),-3.2,22,81,-7,79,0,1,3,-2,-23
CCN(CC)Cc1c(O)c(Cl)cc2c3c(c(=O)oc12)CCCC3,-3.0,-7,90,x,111,-11,-1,21,16,-15
COCCn1c(SCC#N)nnc1-c1ccccc1,0.9,-35,105,1,98,6,-1,28,-1,-60
CCOC(=O)c1c(NC(=O)COC(=O)c2nc(Cl)ccc2Cl)sc2c1CCC2,-1.6,x,70,x,76,-3,1,21,4,-28
O=C(O)c1ccc(NS(=O)(=O)c2ccc(Cl)c(Cl)c2)cc1O,-1.1,7,98,0,86,-11,6,28,-7,-46
CCOC(=O)c1sc(NC(=O)CSc2nncs2)c(C(=O)OCC)c1C,3.2,x,73,-2,74,0,8,10,-12,-6
c1ccc(C2Nc3ccccc3-c3nc4ccccc4n32)cc1 (stereo unspecified),-1.7,9,72,-2,78,10,5,8,-15,-4
Cc1nn(-c2ccccc2)c2c1P(=O)(O)/C(=C1\N(C)c3ccccc3C1(C)C)C=N2,3.8,1,88,-1,86,9,-1,12,0,-47
CCOc1cc(-c2nc(-c3ccccc3OC)no2)cc(OCC)c1OCC,0.3,-14,72,-2,78,2,0,4,-6,-24
CCN(CC)CCNC(=O)c1nn(-c2ccc(C)cc2)c(=O)c2c1c1ccccc1n2C,-5.2,5,6,-2,7,6,15,34,10,-33
Cc1ccc(N(CC(=O)NCCSCc2ccco2)S(C)(=O)=O)cc1,-3.9,-1,89,x,97,-2,5,4,-18,-53
CN(C)CCCN1c2ccccc2CCc2ccc(Cl)cc21,-2.9,x,1.6*,x,1.7*,-1,12,8,0,-26
COc1ccc(-c2c(NC(=O)C(C)C)n(C)c3ccccc3c2=O)cc1,0.7,-7,103,0,98,-17,2,1,-11,-27
Cc1ccccc1NC(=O)c1c([N+](=O)[O-])c(C(C)(C)C)nn1C,-2.6,-2,88,-1,92,-1,9,2,-10,-21
Cc1cc[n+](CC(=O)c2cc3ccccc3oc2=O)cc1,-0.8,7,100,3,89,-8,-1,11,29*,-2
COC(=O)COc1ccc(S(=O)(=O)NCc2ccco2)cc1Cl,-3.1,12,95,2,98,-1,0,8,-5,0
Cc1cc(=O)[nH]c(SCC(=O)/C=C2\N(C)c3ccccc3C2(C)C)n1,-0.1,x,17,-3,14,10,6,3,2,-52
COC(=O)C1CCCN1S(=O)(=O)c1ccc2ccccc2c1 (stereo unspecified),-2.5,-10,54,2,58,-5,9,7,1,-13
COc1cc(/C=C/C(=O)OCC(=O)NC(=O)NC(C)C)ccc1OCC#N,-1.4,x,89,-1,98,21,1,2,-2,-21
CCOC(=O)c1[nH]c(C)c(C(=O)OCCN2C(=O)c3ccccc3C2=O)c1C,-0.7,x,99,2,94,-12,6,11,-3,-19
CC1=C(C(=O)OCc2ccccc2)C(c2ccsc2)C(C#N)=C(N)O1 (stereo unspecified),0.1,33,85,x,97,6,4,3,x,0
COC(=O)c1sc2ncccc2c1OCc1cccc(Cl)c1,-2.8,-45,100,-1,89,12,11,17,-17,-27
CN/C=C1\C(=O)C(C)(C)Oc2ccc3ccc(=O)oc3c21,-2.6,9,91,-1,92,8,2,7,-7,-32
C/C(=N\NC(=O)Nc1ccccc1)c1ccc2ccccc2c1,0.2,x,101,-7,100,4,3,4,-5,-33
Cc1nc(NCCc2ccccc2)c(C#N)c(C)c1[N+](=O)[O-],-2.4,-7,68,-9,85,-2,5,28,-7,-31
N#Cc1ccc(-c2nnnn2-c2ccc3c(c2)OCO3)cc1,0.6,17,103,0,92,-7,-1,x,-5,-48
CC(=O)C1=C(O)C(=O)N(Cc2ccco2)C1c1ccccc1 (stereo unspecified),-2.1,-31,102,2,97,7,2,34*,-3,-30
# Additional entries follow.
SMILES,MRP-1 activ,E-sel TNF inh,HCT116 PTEN-null,Phagocytosis inh,HCT116 bCat-KO,GALR2 antag,NPY Y2 blocker,Measles CPE,Yeast life ext,Yeast growth inh
Cc1nnc(SCC(=O)NCCOc2ccc(Cl)cc2)n1-c1ccccc1,-3.0,x,79,3,75,0,4,3,-9,-18
CC(OC(=O)c1nsc(Cl)c1Cl)C(=O)NC(C)(C)C (stereo unspecified),-1.8,14,108,x,92,3,2,15,x,-23
CCOc1ccc(NC(=O)NC23CC4CC(CC(C4)C2)C3)cc1,-2.1,11,82,-8,88,-10,2,3,1,-1
CCNC(=O)c1ccccc1NC(=O)c1cccc(S(=O)(=O)N2CCOCC2)c1,-1.4,-2,94,0,96,1,1,4,2,-37
CCCn1c(=O)c2[nH]c(C3CCCC3)nc2n(CCC)c1=O,-3.4,x,85,x,87,7,-1,15,2,-35
Cc1nn(-c2ccccn2)c2c1C(c1ccsc1)C1=C(CCCC1=O)N2 (stereo unspecified),-3.5,48,67,0,79,7,0,2,-20,-9
Cc1cc(C)nc(SCc2ccc(C(=O)O)o2)n1,1.6,x,111,0,105,1,1,13,-5,-60
C/C(Cl)=C/CN1C(=O)C2C3C=CC(C3)C2C1=O (stereo unspecified),-0.4,26,95,1,97,10,2,14,-4,-4
Cc1ccc(C2=[N+]([O-])C3(CCCCC/C3=N\NC(N)=S)N(O)C2(C)C)o1 (stereo unspecified),-1.1,8,105,0,96,1,5,4,-2,3
COCCCNC(=O)c1cccc(C(=O)NCCCOC)c1,-2.4,x,84,0,88,0,3,23*,-17,-48
Cc1cc(C)c2c(N)c(C(=O)c3cccc(Cl)c3)sc2n1,1.8,6,82,-8,90,8,2,35,-7,-36
COc1ccc(C(c2nnnn2CC2CCCO2)N2CCN(c3cccc(C)c3C)CC2)cc1 (stereo unspecified),-3.8,-17,56,0,64,-14,9,6,-33,8
Cc1cc(N2CCCC2)nc(SCC(=O)c2ccccc2)n1,-3.2,-1,87,x,89,-1,6,5,x,-26
N#CC(C#N)=NNc1ccc(S(=O)(=O)N2CCCC2)cc1,5.1*,x,71,2,83,-7,10,4,-2,-13
CCCOc1ccc(C(=O)NNC(=S)NC(=O)c2cc(-c3ccccc3)nc3ccccc23)cc1,-1.3,3,80,x,63,5,1,1,-10,-38
CCOc1ccc(-c2nc(N)ncc2Oc2cccc(OC)c2)c(O)c1,-4.6,1,43,2,48,-17,11,5,-8,-36
Cc1onc(-c2ccccc2)c1C(=O)Nc1ccc2c(c1)OCO2,-1.6,x,85,0,88,-17,1,11,-9,18
C=CCSC1=C(C#N)C(c2ccc(OCC)cc2)CC(=O)N1 (stereo unspecified),0.2,-7,90,0,102,-5,2,4,-13,18
Cc1cc2n(n1)SC(Nc1cc(Cl)ccc1Cl)N2 (stereo unspecified),-5.7,-28,82,x,74,3,-2,8,x,-36
CCn1c(=O)cc(OCC(=O)NCCCN2CC(C)CC(C)C2)c2ccccc21 (stereo unspecified),-2.0,0,61,2,59,-3,3,10,-2,-47
Cc1cc([N+](=O)[O-])nn1CCCC(=O)N1CCN(c2ccccc2)CC1,-2.1,11,87,-6,95,2,-2,17,-6,-14

# 3 entries from above, arranged by the value under Yeast growth inh, rising:
SMILES | Yeast growth inh
CCCOc1ccc(C(=O)NNC(=S)NC(=O)c2cc(-c3ccccc3)nc3ccccc23)cc1 | -38
Cc1cc(N2CCCC2)nc(SCC(=O)c2ccccc2)n1 | -26
COc1ccc(C(c2nnnn2CC2CCCO2)N2CCN(c3cccc(C)c3C)CC2)cc1 (stereo unspecified) | 8
